# Compound activity deposited in PubChem BioAssay by National Center for Advancing Translational Sciences (NCATS).
# p53null 32C tox = selectivity test: cytotoxicity in p53 null cells, permissive temperature; H1299-neo p53 null cells, ATP luminescence, 24 h, 32C; Potency, µM (top dose mostly 46.1 µM), for inactives: top-dose activity change, negative = cytotoxicity, actives largely listed as cytotoxic; 0.62% of 55,000 active; AID 903;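 note: 0% = DMSO only and -100% = full killing by 100 µM tamoxifen; nearly all actives have a fitted effect of over 55% in size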
#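 Luminescent ATP readout gave cell viability of p53-null H1299-neo cells after a 24 h compound exposure at the permissive 32C. Titrations ran up to 46 uM, and AC50s were fitted with the standard Hill equation.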
# p53null 39C kill = kills p53 null cells at the nonpermissive temperature. H1299 p53-null (neo) cells, 39C, ATPlite viability, 24 h. Potency, µM (doses to about 46.1 µM), inactives show top-dose activity, negative = cell killing, usual class: cytotoxic. 0.97% of 55,000 active. AID 904;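 note: 0% = DMSO only and -100% = full killing by 100 µM tamoxifen; nearly all actives have a fitted effect of over 50% in size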
#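 Concentration-response (up to 46 uM) was run for 24 h at the nonpermissive 39C on H1299-p53A138V or H1299-neo cells. ATP content was measured with ATPlite luminescence. AC50 values were Hill-modeled after normalizing between DMSO and 100 uM tamoxifen killing.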
# * hit, by the source's call; u = inconclusive; [ ] = dose if it differs, or a comment. Calls come from the whole dose curve; as a rule, active = well fitted cell-killing curve with a large enough effect; inconclusive = small, poorly fitted or top-dose-only effect; inactive = no such curve, though single readings can be large or run the other way. Potency is the fitted concentration of half-maximal effect. This is a subset; the hit share may differ from the screen's.
# Every second line gives: p53null 32C tox	p53null 39C kill
[1] CC(C)Oc1ccc(/C=C(\NC(=O)/C=C/c2ccco2)C(=O)NCCc2nc3ccccc3[nH]2)cc1
→ u	-7.7%
[2] Cc1cc(NC(=O)CSc2nnc(Cc3ccccc3)n2C)no1
→ 11.7%	14.3%
[3] CC(C)OC(=O)c1ccc(NC(=O)Cn2c(-c3nonc3N)nc3ccccc32)cc1
→ -1.9%	-5.0%
[4] O=C(NC1CCCCC1)c1ccccc1NC(=O)C1CC(=O)N(c2ccc(Cl)cc2)C1 (stereo not given)
→ -1.3%	-14.1%
[5] COc1ccc(Cl)c(NCCC(=O)O)c1
→ -1.8%	-13.0%
[6] CCCCCOc1ccc(Br)cc1/C(C)=N/NC1=NCCN1
→ 11.3%	-7.0%
[7] COc1ccc2nc3oc(C(=O)NC4CCN(Cc5ccccc5)CC4)cc3cc2c1
→ 3.6%	-11.3%
[8] CCc1nnc(NC(=O)CSc2nnc(Cc3ccccc3)n2-c2ccc(OC)cc2)s1
→ -9.0%	-1.2%
[9] N#Cc1ccc(OCc2nnc(SCC(=O)c3ccccc3)n2-c2ccccc2)cc1
→ 18.7%	-9.7%
[10] O=C1CCCC2=C1C(c1ccc(Cl)cc1)N1C(=O)CCSC1=N2 (stereo not given)
→ -8.9%	-7.5%
[11] COC(=O)c1cn(CC(=O)N2C(C)CCCC2C)c2ccccc12 (stereo not given)
→ 5.8%	10.4%
[12] COCCCNC(=O)Cn1cc(C(=O)c2cccs2)c2ccccc21
→ -2.5%	0.7%
[13] O=C(NNC1=C(C(=O)C(F)(F)F)CCC1)c1cccc(O)c1
→ u	-11.2%
[14] O=C(Nc1cccc(-c2nnc(-c3ccccc3)o2)c1)C1CCCCC1
→ -17.0%	-21.8%
[15] O=C(CNC(=O)c1ccco1)N/N=C/c1ccc(O)c([N+](=O)[O-])c1
→ 0.3%	17.5%
[16] CCOC(=O)c1[nH]c2ccccc2c1NC(=O)C1CCCCC1
→ -1.0%	-4.0%
[17] O=C(CN1CCC(C(=O)c2ccc(F)cc2)CC1)Nc1ccc(F)cc1
→ 3.0%	-15.1%
[18] COc1cc(OC)c(OC)cc1NC(=O)CC1COc2ccccc2O1 (stereo not given)
→ -1.4%	14.4%
[19] N#CNC(=Nc1ccc(F)cc1)SCc1ccccc1
→ 0.9%	13.0%
[20] COc1ccc(N2CCN(C(=O)c3c(-c4ccccc4)noc3C)CC2)cc1
→ -1.8%	-15.0%
[21] c1ccc2sc(C3CCN(Cc4nnnn4Cc4ccc5c(c4)OCO5)CC3)nc2c1
→ 2.6%	1.2%
[22] CCOC(=O)CN(C(=O)CSc1nnc(-c2ccncc2)n1CCCOC)c1ccccc1
→ 1.5%	-24.7%
[23] NC(=O)NC(=O)CSc1cccc(C(F)(F)F)c1
→ -2.7%	-1.4%
[24] Cc1ccc(-n2nnnc2SC(C)C(=O)NCC(=O)Nc2ccc(F)c(F)c2F)c(C)c1 (stereo not given)
→ 8.4%	2.9%
[25] N=C1C(=O)OCC1c1cc(Cl)ccc1NC(=O)Nc1ccccc1 (stereo not given)
→ 10.4%	14.6%
[26] O=C(CSc1nnc(-c2ccncc2)n1CC1CCCO1)Nc1nccs1 (stereo not given)
→ 1.2%	10.9%
[27] CCS(=O)(=O)Nc1ccc(-c2ccc(NS(=O)(=O)CC)c(OC)c2)cc1OC
→ -0.4%	-5.2%
[28] COc1cc(NC(=O)c2ccc3c(c2)OCO3)c2ncccc2c1
→ -17.2%	0.7%
[29] CC1=Nc2ccccc2NC(=O)C1Sc1nnc(C)s1 (stereo not given)
→ -4.5%	3.9%
[30] COc1ccc(N2CCN(S(=O)(=O)c3ccc(C(=O)NCc4ccco4)cc3)CC2)cc1
→ -4.4%	22.9%

# Given bar-delimited: entries from further up.
no. | SMILES | p53null 32C tox | p53null 39C kill
21 | c1ccc2sc(C3CCN(Cc4nnnn4Cc4ccc5c(c4)OCO5)CC3)nc2c1 | 2.6% | 1.2%
22 | CCOC(=O)CN(C(=O)CSc1nnc(-c2ccncc2)n1CCCOC)c1ccccc1 | 1.5% | -24.7%
23 | NC(=O)NC(=O)CSc1cccc(C(F)(F)F)c1 | -2.7% | -1.4%
24 | Cc1ccc(-n2nnnc2SC(C)C(=O)NCC(=O)Nc2ccc(F)c(F)c2F)c(C)c1 (stereo not given) | 8.4% | 2.9%
25 | N=C1C(=O)OCC1c1cc(Cl)ccc1NC(=O)Nc1ccccc1 (stereo not given) | 10.4% | 14.6%
26 | O=C(CSc1nnc(-c2ccncc2)n1CC1CCCO1)Nc1nccs1 (stereo not given) | 1.2% | 10.9%
27 | CCS(=O)(=O)Nc1ccc(-c2ccc(NS(=O)(=O)CC)c(OC)c2)cc1OC | -0.4% | -5.2%

# (listing goes on)
# Every second line gives: p53null 32C tox	p53null 39C kill
[31] CCCCSc1nnc(-c2ccc(NC(=O)CCc3ccccc3)cc2)n1C
→ -1.7%	-7.1%
[32] Cc1cccc(NC(=S)NC2CC3CCCC(C2)N3CC(C)C)c1 (stereo not given)
→ 1.8%	1.9%
[33] Cc1ccc(C#CC[N+]2(CC#Cc3ccc(C)cc3)CCCCC2)cc1
→ -0.9%	11.7%
[34] Cc1ccc(C)c(N2CCN(C(=O)CSc3ccsc3[N+](=O)[O-])CC2)c1
→ 2.5%	9.2%[1.84 µM]
[35] CNC(=S)N/N=C/c1ccc(OCC(=O)Nc2c(C)cc(C)cc2C)c(OC)c1
→ 0.3%	7.9%
[36] CCCCOc1ccc(C(O)(CC)CCN2CCOCC2)cc1 (stereo not given)
→ -0.5%	8.1%
[37] CCOC(=O)c1c(-c2ccc(F)cc2)csc1NC(=O)c1c(-c2ccccc2)noc1C
→ -8.2%	16.3%
[38] O=S1(=O)N=C(Nc2ccc(N3CCOCC3)cc2)c2ccccc21
→ -19.9%	-0.2%
[39] O=C(COCc1nc2ccccc2c(=O)[nH]1)NCC1CCCCC1
→ 12.1%	12.9%
[40] CCOC(=O)NC(=O)CSc1nnnn1-c1ccc(Cl)cc1
→ -0.6%	-12.7%
[41] CCn1nc(C)c(NC(=O)/C=C/c2ccc(OC)c(COc3ccc(Br)cc3)c2)c1C
→ -1.3%	0.2%
[42] O=C(CSc1nc2ccccc2n1CC(=O)N1CCOCC1)N1CCCC1
→ 10.2%	18.4%
[43] Cc1nc(NC(=O)c2cc(-n3cnnc3)ccc2Cl)ccc1Br
→ 0.1%	2.2%
[44] CCOc1ccc(NC(=O)c2ccc(N)cc2)cc1
→ 11.2µM*	u
[45] O=C(NCCO)c1nc2ccccc2s1
→ -6.9%	2.6%
[46] Cc1ccc(-c2nnc(Nc3ccc(C(N)=O)cc3)c3ccccc23)cc1S(=O)(=O)NCC1CCCO1 (stereo not given)
→ 0.7%	2.3%
[47] COc1ccccc1N1CCN(C(=O)CSc2nc(-c3ccccc3)cc(=O)[nH]2)CC1
→ -10.1%	-0.8%
[48] CC(=O)c1sc(NC(=O)C2COc3ccccc3O2)nc1C (stereo not given)
→ u	u
[49] O=C(CSCc1cnn(-c2ccccc2)c1-n1cccc1)NCc1ccc2c(c1)OCO2
→ 6.6%	2.9%
[50] CC(C)CNC(=O)CSc1nc(-c2cccs2)cc(C(F)(F)F)n1
→ -1.0%	0.5%
[51] O=C1C2CC=C(Cl)CC2C(=O)N1c1ncn[nH]1 (stereo not given)
→ 9.5%	22.2%
[52] CCCNC(=O)c1cc2nc(-c3ccccc3)cc(C(F)(F)F)n2n1
→ -2.4%	-18.5%
[53] Cn1ncc(Cl)c1C(=O)Nc1cccc(Cl)c1
→ 4.7%	12.5%
[54] O=C(c1ccccc1F)N1CCC(N2CCCCCC2)CC1
→ -23.3%	-4.2%
[55] O=C(Cn1nc(C(F)(F)F)c2c1CCC2)Nc1ccccc1C(F)(F)F
→ -5.1%	4.0%
[56] COCCN(C(=O)c1ccco1)c1nnc(-c2ccc(OC)c(OC)c2)s1
→ 6.3%	-6.3%
[57] CCc1ccc(N2CC(C(=O)NCc3ccco3)CC2=O)cc1 (stereo not given)
→ 3.0%	15.7%
[58] COc1cc(S(=O)(=O)N(C)C)ccc1F
→ -4.5%	1.3%
[59] CCCC(OC(=O)CN1C(=O)COc2ccccc21)C(=O)NC1CCCC1 (stereo not given)
→ 8.9%	19.6%
[60] CNC(=S)NNC(=O)COc1cccc(C)c1C
→ 8.1%	2.5%

# As a working copy, 4 of the compounds above:
# Every second line gives: p53null 32C tox	p53null 39C kill
[44] CCOc1ccc(NC(=O)c2ccc(N)cc2)cc1
→ 11.2µM*	u
[45] O=C(NCCO)c1nc2ccccc2s1
→ -6.9%	2.6%
[46] Cc1ccc(-c2nnc(Nc3ccc(C(N)=O)cc3)c3ccccc23)cc1S(=O)(=O)NCC1CCCO1 (stereo not given)
→ 0.7%	2.3%
[47] COc1ccccc1N1CCN(C(=O)CSc2nc(-c3ccccc3)cc(=O)[nH]2)CC1
→ -10.1%	-0.8%

# Going on with the list.
# Every second line gives: p53null 32C tox	p53null 39C kill
[61] CSc1nsc(SC)c1C(=O)N1CCN(S(=O)(=O)c2ccc(C)cc2)C1C(C)C (stereo not given)
→ 0.4%	-4.1%
[62] N#CC1=C(N)C(C#N)(C#N)C(c2cccnc2)C2CN(C(=O)OCc3ccccc3)CC=C12 (stereo not given)
→ -8.9%	0.1%
[63] Cc1cccc(Nc2nc(N)c([N+](=O)[O-])c(N3CCN(C)CC3)n2)c1
→ 7.1%	0.7%
[64] COc1ccc(C)cc1S(=O)(=O)Nc1cc(Cl)ccc1Cl
→ 1.0%	-5.3%
[65] CC1CN(S(=O)(=O)c2ccccc2)C(C)CN1S(=O)(=O)c1ccccc1 (stereo not given)
→ 14.3%	-6.5%
[66] CC(=O)N1CCC2(CC1)C(C#N)=C(N)Oc1n[nH]c(C(F)(F)F)c12
→ 8.8%	-10.5%
[67] O=C(NCCCN1CCCC1)c1cccc(N2CCCC2=O)c1
→ 1.7%	1.2%
[68] CN(C)C(=O)c1c(NC(=O)c2ccco2)sc2c1CCCCC2
→ -11.3%	20.6%
[69] Cc1ccccc1OCC(=O)N/N=C/c1ccc([N+](=O)[O-])o1
→ -20.8%	u
[70] COc1ccccc1-n1c(SCC(=O)NC(C)(C)C)nnc1-c1ccco1
→ 5.3%	13.7%
[71] Cc1ccc2cc(C(c3nnnn3C3CCCC3)N3CCN(c4ccc(F)cc4)CC3)c(=O)[nH]c2c1 (stereo not given)
→ -8.7%	-9.3%
[72] Cc1c(Cl)cnc(NC(=O)COC(=O)CCc2nc3ccccc3s2)c1Cl
→ 10.0%	29.6%
[73] Cc1ccc(OCC(=O)N2CCN(C(=O)c3cccnc3)CC2)cc1
→ 13.7%	6.0%
[74] Cc1cc(C(F)(F)F)nn1Cc1n[nH]c(=S)n1Cc1ccccc1
→ 3.0%	29.6%
[75] O=C(/C=N/O)Nc1cccnc1
→ -6.4%	6.9%
[76] Cn1c(Cn2c(=O)sc3ccccc32)nnc1SCc1ccccc1
→ 4.3%	15.0%
[77] Fc1ccc(N2CCN(C(c3cccs3)c3nnnn3CCc3ccccc3)CC2)cc1 (stereo not given)
→ -10.7%	2.5%
[78] COCCn1nnnc1C(c1ccccc1)N1CCN(c2ccccc2)CC1 (stereo not given)
→ 2.4%	2.6%
[79] O=C(Nc1ccc(N2CCN(C(=O)c3ccco3)CC2)cc1)c1ccc2c(c1)OCO2
→ -3.8%	-0.5%
[80] O=C(CCCSc1nc(-c2ccco2)cc(C(F)(F)F)n1)NCC1CCCO1 (stereo not given)
→ 0.0%	9.5%
[81] CCN1CCN(CCC(=O)Nc2ccc3c(c2)OCO3)CC1
→ -2.5%	5.5%
[82] Cc1cccc(C(OC(=O)c2ccco2)C(=O)NCc2ccccc2)n1 (stereo not given)
→ 1.5%	-3.3%
[83] CC(C)CC(C(=O)O)C(C)CC(=O)Nc1ccn(-c2ccccc2)n1 (stereo not given)
→ -2.5%	7.8%
[84] O=C(NCc1ccccc1)NC1(C(=O)N2CCN3CCCC3C2)CCCCC1 (stereo not given)
→ 5.4%	17.2%
[85] CCCCNC(=O)Nc1ccccc1C(=O)NCCC
→ 4.4%	25.5%
[86] CCn1nnnc1SCC(=O)Nc1nc(C)c(C)s1
→ 0.1%	7.7%
[87] Cc1cnc(NC(=O)CSc2nnc(-c3ccccc3)n2Cc2ccccc2)s1
→ -16.3%	-14.5%
[88] CCOc1nc(NCc2ccco2)nc(Nc2ccccc2F)n1
→ 6.5%	9.6%
[89] COc1ccc(CC(=O)NC2CC(C)(C)NC(C)(C)C2)cc1
→ -12.0%	-11.7%
[90] COCc1c(Br)c(C)[nH]c(=O)c1C#N
→ -10.1%	-2.2%
[91] Cc1ccccc1Cn1c(=O)n(CC2CCC(C(=O)NCCc3ccccc3)CC2)c(=O)c2ccccc21 (stereo not given)
→ -4.0%	-10.0%
[92] COc1cc2c(cc1OC)-c1nnc(-c3ccco3)n1C1(CCCC1)C2
→ -1.1%	-1.3%
